DENV2 CPE: inhibitors of DENV2 cytopathic effect, primary screen, cell-based, plate reader, single concentration. CPE inhibition, % at 9.99 µM. AID 651640, 2012. DENV2-infected cells, cytopathic effect rescue. actives 1.7% (n = 350,000); in the data active = CPE inhibition above about 20%, passing the limit was not always enough; inconclusive = no clear call, values can overlap the other calls; tested in BHK-21 cells;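 note: 0% = median of neutral control wells and 100% = median of positive control wells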
ERp5 block: inhibitors of ERp5-driven insulin aggregation, primary screen, biochemical, turbidity, absorbance 650 nm, single point | 90 min | actives 0.05% (n = 350,000) | inhibition, % at 9.99 µM | AID 651711, 2012 | Protein disulfide-isomerase A6 (Homo sapiens), Q15084;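 active = mean replicate inhibition above about 25%, with every replicate also reaching it, limit read from the data, passing the limit was not always enough; inconclusive = only one of those two criteria met; inactive = neither criterion met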
Target sequence (Q15084 whole entry, looked up): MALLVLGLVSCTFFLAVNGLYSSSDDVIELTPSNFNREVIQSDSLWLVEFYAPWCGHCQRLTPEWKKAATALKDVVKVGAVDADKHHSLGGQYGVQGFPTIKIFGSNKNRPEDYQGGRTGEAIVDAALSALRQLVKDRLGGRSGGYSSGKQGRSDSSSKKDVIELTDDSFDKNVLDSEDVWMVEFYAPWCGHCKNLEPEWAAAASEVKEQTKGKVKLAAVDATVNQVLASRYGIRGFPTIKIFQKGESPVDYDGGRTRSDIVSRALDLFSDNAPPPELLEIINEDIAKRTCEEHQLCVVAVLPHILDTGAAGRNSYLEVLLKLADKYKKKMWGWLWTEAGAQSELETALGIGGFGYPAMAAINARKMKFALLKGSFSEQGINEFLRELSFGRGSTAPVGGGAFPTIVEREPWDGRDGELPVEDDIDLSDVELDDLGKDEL
ARNT TACC3 PPI: disruptors of ARNT/TACC3 protein interaction, primary screen, biochemical, AlphaScreen, single concentration | AlphaScreen His-ARNT PAS-B/GST-TACC3 binding, luminescence; TACC3 fragment carries E629A point mutation | actives 0.66% (n = 390,000) | Transforming acidic coiled-coil-containing protein 3 (Homo sapiens), Q9Y6A5 | inhibition, % at 9.99 µM;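 active = mean inhibition of replicates at least 50% and at least half of replicates each reaching 50%; inconclusive = half or more replicates reach 50% but mean below 50%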;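 note: 0% = complete ARNT plus TACC3 wells and 100% = ARNT alone without TACC3; many hits fall short of the cut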
INS-1E GSIS act: GLuc luminescence reporter in INS-1E cells, primary screen for activators of glucose-dependent secretion of insulin. INS-1E GLuc reporter insulin secretion, 2-3 h. activation, % at 16.6 µM. actives 0.61% (n = 370,000);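 active = lowest replicate activation of at least 40%, so every replicate reaches that level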;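 note: 0% = median of neutral control wells and 100% = median of IBMX positive control wells; some compounds called inactive have numbers as strong as hits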
Xi reactivation: activators of inactive X chromosome reactivation, primary screen, imaging, XiGFP fibroblasts, GFP high-content imaging, set 2. XiGFP mouse fibroblasts, % GFP-positive cells imaging, 3 d; cells co-treated with 5-aza-dC sensitizer; scaled so ellipticine positive control = 100%. activation, % at 7.58 µM. actives 0.055% (n = 360,000);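 active = mean normalized replicate activation at least 10% and every replicate at or above 10%; inconclusive = only one of the two criteria met; inactive = mean below 10% and not all replicates reach 10%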;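 note: 0% = median of on-plate neutral control wells and 100% = ellipticine 6 µM median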
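System: XiGFP fibroblasts, SV40-immortalized. Medium: DMEM plus 5-aza-dC sensitizer. Doses: single point. Timing: 3 d treatment, 15 min room-temperature fixation. Control set: ellipticine 6 µM.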
PAX8 reporter: inhibitors of PAX8-driven TPO luciferase reporter, primary screen, RMG-I cells, single concentration; SteadyGlo, 24 h; inhibition, % at 12.6 µM; actives 1.2% (n = 360,000); AID 652154, 2013;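 active = mean replicate inhibition at least 60% with every replicate also reaching 60%; inconclusive = only one of the two criteria is met; inactive = mean below 60% and not all replicates reaching 60%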;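 note: luciferase light reporting Pax8 driven TPO promoter activity; plate controls were median of neutral control wells for no effect and mitoxantrone controls for full effect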
EWS-Fli block: EWS/Fli-driven NR0B1 reporter inhibitors, primary screen, A673 cells, NR0B1 luciferase, luminescence, MLPCN library | viability-normalised | actives 0.67% (n = 350,000) | inhibition, % at 12.6 µM;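 active = mean inhibition of at least 50% after viability correction, with every replicate also passing that limit; inconclusive = mean reaches 50% but only one of two replicates passes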;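 note: firefly luciferase signal divided by Alamar Blue viability fluorescence both relative to DMSO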
F508del corr: F508del CFTR correction, initial screen, CFBE line, single point; CFBE cells, YFP halide quenching; stimulated with forskolin plus potentiator P3; % fluorescence drop versus neutral controls; actives 0.36% (n = 350,000); activity (quench increase), % at 7.58 µM;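 active = mean added fluorescence quench of at least 8% versus neutral control, with both replicates also reaching 8%; inconclusive = only one of the mean or replicate conditions met; inactive = mean below 8% and not both replicates reaching 8%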;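 note: cells transiently co-express mutant CFTR-F508del with the halide-sensitive YFP; corrector assay measuring rescue of mutant channel to the surface after 24 h compound exposure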
* = called active by the depositor; ? = inconclusive; · = not tested or not shown.

SMILES | DENV2 CPE | ERp5 block | ARNT TACC3 PPI | INS-1E GSIS act | Xi reactivation | PAX8 reporter | EWS-Fli block | F508del corr
Cc1ccc(OCCn2ncc3ccccc3c2=O)c(C)c1 | -2 | 6 | -5 | 24 | 0.1 | -7 | -14 | -1.1
COc1ccc(/C=C/C(=O)OC(C)CN2CCCCC2)cc1 (stereo not drawn) | 3 | 0 | 3 | 5 | 0.0 | 23 | 5 | -0.4
COc1ccc(NC(=O)COC(=O)C2CC(=O)N(CCc3ccc(OC)c(OC)c3)C2)cc1Cl (stereo not drawn) | 3 | -12 | -1 | 51 | 0.1 | -2 | 3 | 1.0
C[C@@H]1CN([C@@H](C)CO)C(=O)c2cc(-c3cccc(F)c3)cnc2O[C@H]1CN(C)Cc1cncnc1 | -2 | 3 | -4 | 8 | -0.2 | · | -3 | -0.8
Nc1ccc(C(=O)N/N=C/c2c[nH]c3ccccc23)cc1 | 1 | 2 | 3 | 5 | 0.0 | -13 | -34 | -0.1
COc1cc(NC(=O)COc2ccccc2)ccc1NC(=O)c1ccco1 | ? | 2 | -1 | -9 | 0.4 | -31 | -8 | -1.6
O=C(NCc1ccccc1F)C12CC3CC(CC(C3)C1)C2 | 5 | 2 | -14 | 4 | 0.1 | -35 | 6 | -1.1
COc1ccc(CCNC(=O)CCSCc2ccccc2F)cc1OC | 8 | 4 | -20 | 34 | 0.0 | -12 | 13 | 0.9
COCCn1c(=O)c2c(nc3n2CCCN3CCc2ccc(OC)c(OC)c2)n(C)c1=O | -3 | -3 | -1 | 16 | 0.0 | -7 | 6 | 1.8
Nc1cccc(-c2cnc3ccccc3n2)c1 | -1 | 1 | -19 | 12 | 0.0 | -108 | -18 | 4.1
O=C1NC(=Nc2ccccc2)SC1Cc1cccc(Cl)c1Cl (stereo not drawn) | -4 | 2 | -2 | · | -0.1 | -1 | -2 | ·
COCC(=O)N1C[C@@H]2[C@H](c3ccccc31)[C@@H](CO)N2Cc1ccccc1 | 8 | -3 | 7 | 12 | 0.1 | -1 | 2 | 1.1
COC(=O)C1CCN(C(=O)NC2CC(=O)N(c3ccc4c(c3)OCCO4)C2)CC1 (stereo not drawn) | 1 | -5 | -13 | -10 | 0.1 | -9 | -2 | -2.3
O=C(N[C@H]1CC[C@@H](CCNS(=O)(=O)c2ccccc2)O[C@H]1CO)c1cnccn1 | -7 | -1 | 3 | 0 | -0.5 | -16 | 5 | 2.6
CCCCNC1=CC(=O)C(=O)c2ccccc21 | -1 | -10 | -4 | 1 | -0.1 | ? | 54* | -4.8
Cc1ccc(S(=O)(=O)N2CC(C)C(=O)CC2C)cc1 (stereo not drawn) | -2 | -1 | 1 | 4 | 0.2 | -15 | -3 | 1.2
CCCCn1c(N)c(N(CCC(C)C)C(=O)c2ccc3ccccc3c2)c(=O)[nH]c1=O | ? | 2 | -5 | · | -0.1 | -6 | -2 | 3.7
Cc1cc(OC(=O)Nc2ccccc2)ccc1Cl | 9 | 0 | · | 4 | 0.0 | -28 | -23 | -1.2
O=C(C1=C(O)C(=O)N(CCN2CCOCC2)C1c1ccco1)c1cc2ccccc2o1 (stereo not drawn) | -3 | 5 | -2 | 6 | 0.0 | 2 | · | -1.7
C=CCN(CC=C)C(=S)NC(=O)/C=C/c1ccc(OC)cc1 | -2 | 9 | 4 | 6 | 0.0 | -7 | 13 | ·
C[C@H]1CN([C@@H](C)CO)C(=O)Cc2cc(NC(=O)Nc3ccc(F)cc3)ccc2O[C@H]1CN(C)S(=O)(=O)c1ccc(Cl)cc1 | 43* | 12 | 13 | -19 | 0.0 | 57 | 36 | 0.1
Cc1cnc(C(=O)OCc2ccc(C#N)cc2)cn1 | -7 | 4 | 1 | 7 | 0.2 | -8 | · | -1.8
Cc1ccccc1NS(=O)(=O)CCCCC(Cl)(Cl)Cl | 2 | 0 | -5 | -3 | 0.0 | -3 | 4 | 1.6
Cn1c(=O)c2c([nH]c(=O)n2C)n(Cc2ccccc2)c1=O | 2 | 4 | · | 4 | 0.1 | -4 | 3 | 0.7

Single entries from the list:
`Cn1c(=O)c2c([nH]c(=O)n2C)n(Cc2ccccc2)c1=O` – EWS-Fli block = 3
`C[C@H]1CN([C@@H](C)CO)C(=O)Cc2cc(NC(=O)Nc3ccc(F)cc3)ccc2O[C@H]1CN(C)S(=O)(=O)c1ccc(Cl)cc1` – Xi reactivation = 0.0
`C=CCN(CC=C)C(=S)NC(=O)/C=C/c1ccc(OC)cc1` – INS-1E GSIS act = 6
`Cc1cnc(C(=O)OCc2ccc(C#N)cc2)cn1` – ERp5 block = 4
`CCCCNC1=CC(=O)C(=O)c2ccccc21` – EWS-Fli block = 54*

Continued.
SMILES | DENV2 CPE | ERp5 block | ARNT TACC3 PPI | INS-1E GSIS act | Xi reactivation | PAX8 reporter | EWS-Fli block | F508del corr
Cc1cc(NC(=O)c2cc([N+](=O)[O-])cc([N+](=O)[O-])c2)no1 | -3 | 2 | · | 7 | 1.1 | -15 | -5 | -1.2
Cc1nnc(SCc2nnc(-c3ccccc3Br)o2)s1 | -8 | -3 | -2 | 32 | 0.0 | -27 | -18 | -4.1
Nc1sc(-c2ccccc2)cc1C(=O)N1CCN(c2ccccc2)CC1 | -11 | -4 | · | · | 0.2 | -15 | -30 | 1.8
COc1ccc(NC(=O)Nc2ccc3c(c2)C(=O)N([C@H](C)CO)C[C@H](C)[C@@H](CN(C)C(=O)CCCN(C)C)OCCCC[C@@H](C)O3)cc1 | 2 | 11 | 7 | 18 | 0.3 | · | 0 | -0.5
COc1cc(/C=N/NC2=NS(=O)(=O)c3ccccc32)cc(OC)c1OC | 1 | 2 | 6 | 1 | -0.1 | 13 | -3 | -1.1
O=C(CN1CCOCC1)N[C@@H]1CC[C@@H](CCn2cc(C3CC3)nn2)O[C@H]1CO | -3 | -4 | 5 | 10 | 0.4 | -5 | 2 | -2.3
O=C(NCCc1ccccc1)c1cccc([N+](=O)[O-])c1 | -2 | -7 | 3 | 2 | -0.1 | -65 | -24 | ·
C[C@@H]1CN([C@@H](C)CO)C(=O)Cc2cc(NC(=O)Nc3ccccc3)ccc2O[C@H]1CN(C)C(=O)Nc1cccc2ccccc12 | 0 | 3 | 6 | 2 | -0.8 | · | 15 | 0.1
CCOc1ccc(S(=O)(=O)N2CCCC(C(=O)NCc3ccccc3)C2)cc1 (stereo not drawn) | 4 | 3 | 2 | 39 | 0.2 | -11 | 6 | -0.9
COc1ccc(CNC(=O)COC(=O)c2ccc(Br)c(S(=O)(=O)N3CCOCC3)c2)cc1 | 7 | -2 | -2 | -12 | 0.3 | -13 | -2 | -0.8
C[C@H]1CN([C@@H](C)CO)C(=O)c2cc(C3=CCCC3)cnc2O[C@@H]1CN(C)C(=O)c1ccccc1 | -6 | 11 | -1 | -7 | 0.7 | · | 8 | -5.1
Cc1ccc(SCC(=O)OCC(=O)N(C)CC(=O)Nc2ccc(F)cc2)cc1C | -1 | -7 | 0 | -38 | 0.1 | 1 | 0 | -1.5

Compound profiles (already shown):
`Cc1ccc(SCC(=O)OCC(=O)N(C)CC(=O)Nc2ccc(F)cc2)cc1C` is listed as DENV2 CPE: -1; ERp5 block: -7; ARNT TACC3 PPI: 0; INS-1E GSIS act: -38; Xi reactivation: 0.1; PAX8 reporter: 1; EWS-Fli block: 0; F508del corr: -1.5
`O=C(NCCc1ccccc1)c1cccc([N+](=O)[O-])c1` is listed as DENV2 CPE: -2; ERp5 block: -7; ARNT TACC3 PPI: 3; INS-1E GSIS act: 2; Xi reactivation: -0.1; PAX8 reporter: -65; EWS-Fli block: -24; F508del corr: ·

An excerpt of these results, as comma-separated lines.
mol,DENV2 CPE,ERp5 block,ARNT TACC3 PPI,INS-1E GSIS act,Xi reactivation,PAX8 reporter,EWS-Fli block,F508del corr
Cn1c(=O)c2c([nH]c(=O)n2C)n(Cc2ccccc2)c1=O,2,4,·,4,0.1,-4,3,0.7
Cc1cc(NC(=O)c2cc([N+](=O)[O-])cc([N+](=O)[O-])c2)no1,-3,2,·,7,1.1,-15,-5,-1.2

Next entries
SMILES | DENV2 CPE | ERp5 block | ARNT TACC3 PPI | INS-1E GSIS act | Xi reactivation | PAX8 reporter | EWS-Fli block | F508del corr
CCN(CC)c1nc(N)c2c(N)nc(OC)cc2c1C#N | ? | 0 | 17 | 31 | 0.1 | -21 | -25 | 1.5
NS(=O)(=O)c1ccc(NC(=O)c2ccc(Cl)c(S(=O)(=O)NCc3ccco3)c2)cc1 | 2 | 2 | 4 | -4 | 0.1 | 14 | 4 | 0.9
COc1ccc(S(=O)(=O)Nc2c(C)nc3nc[nH]n3c2=O)cc1 | -4 | -2 | -6 | 9 | 0.1 | 10 | 11 | -2.0
COc1ccc(Cl)cc1C(=O)NCC(=O)OCc1ccccc1 | 5 | -3 | -3 | -25 | -0.1 | -12 | 6 | 2.6
COc1ccc2[nH]c3c(c2c1)CCN1C(=O)C(CC(=O)NCCC2=CCCCC2)C[C@H](C(=O)N(C(C)C)C(C)C)[C@@]31C (stereo partly drawn) | -1 | 0 | 2 | -24 | 0.4 | 21 | -5 | 4.3
CCn1c(SCC(O)c2ccccc2)nnc1-c1ccccc1 (stereo not drawn) | · | · | 22 | 10 | 0.0 | -62 | · | ·
CC(=O)Nc1ccc(S(=O)(=O)N2CCN=C2SCc2ccc(C)cc2)cc1 | -4 | 11 | 6 | -13 | 0.0 | · | -10 | 2.4
FC(F)(F)c1cnc(-c2cnc(-c3ccccn3)nc2)c(Cl)c1 | 0 | -3 | 55* | -7 | 0.0 | -100 | 1 | 2.0
CCC(NC(=O)Cc1c(C)c2c(cc(C)c3c(C)c(C)oc32)oc1=O)C(=O)O (stereo not drawn) | -7 | 0 | 9 | 1 | 0.1 | 4 | 13 | -0.8
C[C@@H]1CN([C@@H](C)CO)C(=O)CCCn2nncc2CO[C@@H]1CN(C)Cc1ccc2cccnc2c1 | 13 | -1 | 7 | 8 | 0.2 | · | -2 | 1.5
Cc1ccc(CN2CCN(CC(=O)NCc3ccccc3)CC2)cc1 | -3 | 3 | 22 | -4 | 0.1 | 9 | 15 | 3.0
CCCOc1cccc(C(=O)Nc2ccccc2C(=O)N2CCN(C)CC2)c1 | -5 | 1 | 0 | 10 | 0.2 | 16 | 2 | 0.9
COc1ccc(C(=O)NC(=S)NNC(=O)c2ccc(O)cc2)cc1[N+](=O)[O-] | -3 | 2 | 45 | 26 | 0.1 | -30 | 0 | 3.9
O=C(NCCCC1CCCC1)C1CCC(=O)N(Cc2cccc(F)c2)C1 (stereo not drawn) | ? | 2 | -4 | -21 | 0.0 | · | 2 | -1.1
COc1ccc(NC(=O)C2Cc3c(-c4cccc(C(N)=O)c4)ccnc3O2)cc1OC (stereo not drawn) | -9 | 3 | · | · | 0.0 | 11 | -1 | -1.3
CCOC(=O)C1CCCN(C(=O)c2c(-c3ccccc3)noc2C)CC1 (stereo not drawn) | -2 | -2 | · | -12 | 0.0 | 3 | -10 | 1.3

Source: PubChem (Broad Institute)
